PI5P4K alpha inh: PI5P4K alpha (human) kinase inhibition. P48426. PI5P4Kalpha enzyme, ADP-Glo luminescence, 60 min; active compounds read low. max response, %. 1.2% of 330,000 active; active = max response of -50% or lower; inconclusive = between -30% and -50%; inactive = -30% or higher; also: value at the top dose of about 77 µM; % is scaled to controls: 0 for no effect and ±100 for the full control effect
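ADP-Glo luminescence end-point read after a 60 min room-temperature kinase reaction of PI5P4Kalpha plus substrate, initiated with ATP at 5 microM final. Buffer: 0.038 M HEPES pH 7.4, EGTA, 0.1% CHAPS, 5% DMSO.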
PLK1 PBD block: inhibitors of human PLK1 polo-box domain binding; Plk1 PBD binding of FITC phosphopeptide, fluorescence polarization; 2.8% of 360,000 active; P53350; Potency, µM, for inactives: max response, negative = inhibition, most hits filed as inhibitors; also: potency is read from the fitted curve at half-maximal effect; series mostly up to about 57 µM; % is scaled to controls: 0 for no effect and ±100 for the full control effect; nearly all actives have a fitted effect of over 65% in size
Target sequence (P53350 whole entry, looked up, the tested form may be a part): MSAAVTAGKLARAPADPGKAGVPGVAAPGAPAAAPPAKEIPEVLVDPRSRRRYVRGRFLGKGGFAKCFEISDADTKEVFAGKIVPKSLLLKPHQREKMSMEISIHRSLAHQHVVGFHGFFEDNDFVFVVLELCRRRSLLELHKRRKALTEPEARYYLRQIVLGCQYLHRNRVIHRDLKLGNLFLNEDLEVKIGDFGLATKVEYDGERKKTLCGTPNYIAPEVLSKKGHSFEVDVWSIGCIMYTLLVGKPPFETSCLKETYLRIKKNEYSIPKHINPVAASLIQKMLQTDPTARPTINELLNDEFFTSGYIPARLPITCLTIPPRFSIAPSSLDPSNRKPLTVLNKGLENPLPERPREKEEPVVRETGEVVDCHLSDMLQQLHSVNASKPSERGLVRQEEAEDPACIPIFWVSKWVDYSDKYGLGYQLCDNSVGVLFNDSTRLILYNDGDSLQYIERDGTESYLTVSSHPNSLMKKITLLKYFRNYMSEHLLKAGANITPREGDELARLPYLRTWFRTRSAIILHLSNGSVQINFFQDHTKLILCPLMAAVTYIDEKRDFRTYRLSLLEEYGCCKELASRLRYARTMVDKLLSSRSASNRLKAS
GLP1R cytotox: cytotoxicity counter-screen for GLP-1 receptor inverse agonists; HEK293 cAMP-luciferase reporter cells, luminescence, 24 h; Potency, µM (titrated, usually from 38.3 µM), for the others: top-dose activity change, negative = inhibition, actives largely listed as inhibitors; 0.13% of 410,000 active; AID 624418;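 also: loss of luciferase light is scored as toxicity; potency is read from the fitted curve at half-maximal effect; % is scaled to controls: 0 for no effect and ±100 for the full control effect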
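Step one: seed cells (200 cells/uL, DMEM with 10% Nu serum, 1% pen-strep). Step two: 12-hour incubation at 37 deg C. Step three: pin 23 nL compound, incubate 24 hr. Step four: add luciferase reagent, read luminescence 12 min later.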
GLP-1R inv ag: GLP-1 receptor (human) inverse agonism; P43220; HEK293 GLP-1R CRE-luciferase, luminescence, 24 h; GLP-1R form is constitutively active; Potency, µM (highest dose often 38.3 µM), without a hit: at the highest dose activity change, negative = inhibition, actives largely listed as inhibitors; 1.6% of 410,000 active; AID 624417; also: potency is read from the fitted curve at half-maximal effect; % is scaled to controls: 0 for no effect and ±100 for the full control effect; nearly all actives have a fitted effect of over 55% in size
Target sequence (P43220 whole entry, looked up): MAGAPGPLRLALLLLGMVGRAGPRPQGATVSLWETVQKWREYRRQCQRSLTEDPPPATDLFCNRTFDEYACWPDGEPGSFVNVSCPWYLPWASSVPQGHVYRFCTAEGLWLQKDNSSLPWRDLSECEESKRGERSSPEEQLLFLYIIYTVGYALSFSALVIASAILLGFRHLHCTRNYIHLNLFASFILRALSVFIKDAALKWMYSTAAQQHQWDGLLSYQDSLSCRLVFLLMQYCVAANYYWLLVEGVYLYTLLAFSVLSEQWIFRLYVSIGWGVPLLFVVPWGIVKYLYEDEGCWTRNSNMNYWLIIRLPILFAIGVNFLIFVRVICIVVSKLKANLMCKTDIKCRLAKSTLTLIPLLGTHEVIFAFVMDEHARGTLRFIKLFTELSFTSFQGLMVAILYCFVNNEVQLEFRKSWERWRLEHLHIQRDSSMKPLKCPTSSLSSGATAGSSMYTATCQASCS
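qHTS in 1536-well format: reporter HEK293 cells expressing constitutive GLP-1R activity in DMEM + 10% Nu serum, 24 hr with compounds at 37 deg C, luminescence read after 12 min with detection reagent.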
WRN helicase inh: WRN helicase (human) inhibition; Q14191; WRN helicase unwinding, fluorescent forked duplex, kinetic; Potency, µM (top dose mostly 114 µM), without a hit: at the top dose activity change, negative = inhibition, most hits filed as inhibitors; 0.46% of 360,000 active; AID 651768; also: potency is read from the fitted curve at half-maximal effect; % is scaled to controls: 0 for no effect and ±100 for the full control effect; nearly all actives have a fitted effect of over 55% in size
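Primary qHTS, 1536-well format. 20 nM WRN + compound, 15 min RT; start with 100 nM forked fluorophore/quencher duplex, 2 mM ATP (final); kinetic read ex 525/em 598 nm.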
IL-2 act: activators of IL-2 | IL-2 activation reporter assay, cell-based qHTS; stimulated with anti-CD3/CD4/CD28 beads; in transgenic mouse T cells | activation, % (series mostly up to about 46 µM) | 0.065% of 360,000 active | AID 652025; in the data active = activation above about 50%; inconclusive = mostly about 30% to 49%; also: 0% is about no effect
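Unstimulated transgenic mouse T cells, 750 per well, received compound and, after 60 minutes, anti-CD3/anti-CD4 bead plus anti-CD28 stimulation. EGFP and DsRed were quantified after 18 hours.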
DRD3 agonist: D3 dopamine receptor (human) agonism. P35462. D3R DiscoveRx beta-arrestin cells, luminescence, 90 min. max activation, %. 0.58% of 410,000 active. AID 652048; in the data active = max activation above about 30%; also: 0% is about no effect; mostly tested at two doses, the higher about 12 µM
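Cells at 1500/well, incubated overnight, then treated with pinned compounds (dopamine as control) for 90 min at 37 degrees C. DiscoveRx reagent added for 30 - 60 minutes at room temperature; luminescence read.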
DRD3 antagonist: blocks the human D3 dopamine receptor; D3R cells, DiscoveRx beta-arrestin luminescence, antagonist mode; active compounds read low; max response, negative = inhibition, %; 2.5% of 360,000 active; AID 652054; in the data active = max response below about -50%; inconclusive = no clear call, values can overlap the other calls; also: % is scaled to controls: 0 for no effect and ±100 for the full control effect; mostly tested at two doses, the higher about 12 µM
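Cells expressing the human receptor were seeded at 1500 cells/well, incubated overnight at 37 degrees C in 5% CO2, then exposed to library compounds with dopamine controls for 90 minutes at 37 degrees C before luminescent detection.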
GLP-1R agonist: activates the human GLP-1 receptor; HEK293 GLP-1R CRE-luciferase, luminescence, 4-6 h; cells express a hypersensitive GLP-1R form; Potency, µM (titrated, usually from 45.6 µM), inactives show at the top dose activation, hits mostly activators; 0.007% of 380,000 active; AID 624172; also: potency is read from the fitted curve at half-maximal effect; % of control where 0% means no effect
* marks the source's active call; other numbers are inactive results; ? = inconclusive; nt = not tested or not shown; [ ] = remark or other dose. Unless noted, calls follow the shape of the dose curve; as a rule, active = well fitted curve in the direction sought with a large enough effect; inconclusive = small, poorly fitted or top-dose-only effect, or another doubt; inactive = no such curve, though single readings can be large; an effect the other way counts as inactive or inconclusive.

canonical_smiles	PI5P4K alpha inh	PLK1 PBD block	GLP1R cytotox	GLP-1R inv ag	WRN helicase inh	IL-2 act	DRD3 agonist	DRD3 antagonist	GLP-1R agonist
O=[N+]([O-])c1ccc(P(=O)(Cc2ccccc2)c2ccccc2O)cc1 (centres undefined)	-1	-21%	?	7%	-8%	-0.5	-7	-14	9%
Cc1n[nH]c(C)c1S(=O)(=O)Nc1ccc2c(c1)OCCO2	-2	-6%	-7%	?	-21%	-4.5	-2	-13	-9%
NS(=O)(=O)c1ccc(Nc2ccc([N+](=O)[O-])c3nonc23)cc1	?	4%	1%	6%	-4%	0.7	-18	?	-2%
NCCCCCc1nnc(SCc2ccc(Cl)cc2Cl)o1	6	-10%	?	0%	-17%	0.4	-3	?	10%
CCOC(=O)N1CCN(S(=O)(=O)c2ccc(C)c(C)c2)CC1	nt	-8%	4%	3%	-6%	0.5	4	32	-3%
Cc1noc(C(=O)Nc2cccc(Cl)c2)c1Cl	-3	-5%	0%	22%	7%	-3.9	0	-24	8%
Cc1cccc(C)c1NC(=O)COC(=O)Cc1ccsc1	-3	-5%	5%	-3%	-12%	-2.7	-5	12	14%
CCC(Oc1ccccc1)C(=O)NC1CCCCCC1 (centres undefined)	1	-14%	13%	10µM*	5%	-3.8	0	3	0%
c1ccc(-c2nc(NCc3ccco3)c3ccccc3n2)nc1	0	-15%	?	?	-6%	-0.3	-16	-56*	-3%
COc1ccc(NS(=O)(=O)c2ccc(N3CCCC3=O)cc2)cn1	14	-5%	-4%	?	4%[57.1 µM]	0.0	-4	9	0%
Cc1cc(NCc2ccccn2)n2nc(C)c(-c3ccccc3)c2n1	2	-2%	?	?	-12%	2.3	-22	-10	15%
O=C(CNC(=S)N(Cc1ccccc1F)C1CCCCC1)NCC1CCCO1 (centres undefined)	-2	-5%	-1%	?	-4%	-4.0	-3	-24	0%
CCOC(=O)C1(Cc2ccc(OC)cc2)CCN(C(=O)c2cncs2)CC1	5	0%	1%	1%	2%	-3.7	1	9	6%
Cc1cccc(C(=O)N[C@H](C(=O)NCc2cccs2)C(C)C)c1	5	-2%	7%	?	3%	-2.1	-11	-7	11%
COc1ccc(OC)c(C2=NO[C@@](CC(=O)O)(C(=O)Nc3ccc4c(c3)OCCO4)C2)c1	0	-8%	-27%	-68%	-14%	0.1	-9	-23	-3%
CCOC(=O)C1=C(C)N(C[C@@H]2CC[C@@H](Cc3ccc(-c4ccccc4)cc3)O2)C(=O)NC1c1cccc([N+](=O)[O-])c1 (some centres undefined)	18	-21%	-4%	?	-8%	-0.3	-25	26	16%
COc1cccc(NC(=O)C2CCCN2C(=O)Nc2ccccc2)c1 (centres undefined)	-4	-5%	-22%	7%	11%	-1.4	8	4	1%
O=C1CN(C(=O)CN2C(=O)NC3(CCCCC3)C2=O)c2ccccc2N1	3	1%	-1%	3%	4%	-3.9	5	6	0%
CN(C)/C(Cn1cncn1)=C1/N=C(c2ccccc2)OC1=O	0	-17%	-11%	6%	4%	0.6	0	1	-9%
CCOC(=O)CSC1=C(C#N)C(c2ccc(Cl)cc2)C(C(=O)OC)C(=O)N1 (centres undefined)	nt	24µM*	0%	?	-11%	-0.7	-8	-15	14%
COCCCNC(=O)c1ccc(-c2nc3ccccc3nc2-c2ccccc2)cc1	-6	-17%	3%	4%	-2%	0.0	7	11	21%
Cc1nnc(SCc2ccccc2)nc1-c1ccccc1	6	2%	-22%	?	-5%	-2.3	-7	1	10%
COc1cc(C(=O)NCc2nnc(SCC(=O)Nc3cc(C)on3)o2)cc(OC)c1OC	-3	-9%	8%	2%	-31%	-1.7	2	2	1%
CCn1c(=O)c2cc(C(=O)NCCCN(C)Cc3ccccc3)sc2c2ccccc21	nt	nt	?	?	nt	nt	-20	nt	-4%
CCN1C[C@@H]2[C@@H]3C(=O)N(C)C(=O)[C@@H]3[C@](CC)(C1=O)N2C(=O)c1ccc(C)cc1	-3	-9%	?	6%	9%	-0.3	2	13	14%
CCOC(=O)C1CCN(C(=O)CCCCn2c(=O)[nH]c3ccccc3c2=O)CC1	0	-5%	-21%	8%	13%	-2.4	-4	5	-3%
CCC1Oc2nc(SC)nnc2-c2ccccc2N1C(=O)c1ccccc1 (centres undefined)	-7	-12%	16%	-3%	6%	0.2	-6	-13	-12%
CCCCN1C(Nc2ccccc2)=NC[C@@H]1C	2	5%	2%	2%	1%	0.5	1	3	3%
COc1ccccc1Nc1ncc(C(=O)N2CCC(C(N)=O)CC2)c2ccccc12	2	-2%	38%[activator]	8%	-11%	1.9	3	-5	22%
COc1ccc(C)cc1NCc1cccc(OC)c1OC	nt	-8%	-22%	-9%	-4%	-2.6	-2	-15	7%
Cc1ccc(-n2c(SCC(=O)c3ccccc3)nc3c([nH]c4ccccc43)c2=O)cc1	nt	nt	14%	0%	nt	nt	3	nt	3%
COc1ccc(-n2c(C)c(C)c3c(NCCCO)ncnc32)cc1	2	-17%	5%	-3%	4%	-1.9	-7	3	20%
CC(=O)Nc1c(NC(C)(C)C)c2ccccc2oc1=O	-4	2%	0%	15%	-8%	-0.1	8	18	6%
CC(C)CNC(=S)N1CCN(Cc2ccc3c(c2)OCO3)CC1	1	2%	5%	-27%	-26%	0.7	-6	?	6%
O=C1c2ccccc2NC(c2ccccn2)N1c1ccccc1F (centres undefined)	nt	-6%	3%	12%	8%	-3.0	-7	?	7%
CCN1C(=O)[C@H]2[C@@H](c3ccc(-c4ccccc4)cc3)N3CCC[C@@]3(C(=O)OC)[C@H]2C1=O	3	-4%	?	?	8%	-0.8	-7	8	-5%
O=C(c1ccc(OC2CCN(Cc3ccccc3C(F)(F)F)CC2)cc1)N1CCCCC1	15	-4%	?	5µM*	-16%	-1.2	-11	-23	-4%
Cn1nc(-c2ccc(C(=O)NCCO)cc2)c2ccccc2c1=O	0	-14%	1%	31%	-13%	-0.5	-8	-19	21%
CCCCCCC(=O)OCC(=O)c1ccc2c(c1)NC(=O)CO2	2	9.5µM*	-3%[7.66 µM]	-2%[7.66 µM]	-2%	-0.3	5	13	0%
O=C(NCc1ccccn1)c1cc(-c2ccccc2)nc2ccccc12	-1	-3%	-5%	12%	4%	0.6	6	-11	0%

Two of the compounds above, with each value named.
O=C1c2ccccc2NC(c2ccccn2)N1c1ccccc1F (centres undefined)
  PI5P4K alpha inh = nt | PLK1 PBD block = -6% | GLP1R cytotox = 3% | GLP-1R inv ag = 12% | WRN helicase inh = 8% | IL-2 act = -3.0 | DRD3 agonist = -7 | DRD3 antagonist = ? | GLP-1R agonist = 7%
CCN1C(=O)[C@H]2[C@@H](c3ccc(-c4ccccc4)cc3)N3CCC[C@@]3(C(=O)OC)[C@H]2C1=O
  PI5P4K alpha inh = 3 | PLK1 PBD block = -4% | GLP1R cytotox = ? | GLP-1R inv ag = ? | WRN helicase inh = 8% | IL-2 act = -0.8 | DRD3 agonist = -7 | DRD3 antagonist = 8 | GLP-1R agonist = -5%

Whole records as entered above. Values in the order: PI5P4K alpha inh	PLK1 PBD block	GLP1R cytotox	GLP-1R inv ag	WRN helicase inh	IL-2 act	DRD3 agonist	DRD3 antagonist	GLP-1R agonist
Shown for CC(=O)Nc1c(NC(C)(C)C)c2ccccc2oc1=O : -4	2%	0%	15%	-8%	-0.1	8	18	6%
Shown for Cc1ccc(-n2c(SCC(=O)c3ccccc3)nc3c([nH]c4ccccc43)c2=O)cc1 : nt	nt	14%	0%	nt	nt	3	nt	3%
Shown for O=C1c2ccccc2NC(c2ccccn2)N1c1ccccc1F (centres undefined) : nt	-6%	3%	12%	8%	-3.0	-7	?	7%
Shown for Cn1nc(-c2ccc(C(=O)NCCO)cc2)c2ccccc2c1=O : 0	-14%	1%	31%	-13%	-0.5	-8	-19	21%
Shown for CCN1C(=O)[C@H]2[C@@H](c3ccc(-c4ccccc4)cc3)N3CCC[C@@]3(C(=O)OC)[C@H]2C1=O : 3	-4%	?	?	8%	-0.8	-7	8	-5%

(list continues)
canonical_smiles	PI5P4K alpha inh	PLK1 PBD block	GLP1R cytotox	GLP-1R inv ag	WRN helicase inh	IL-2 act	DRD3 agonist	DRD3 antagonist	GLP-1R agonist
O=C(COC(=O)c1ccc(F)c(S(=O)(=O)N2CCOCC2)c1)c1ccc(Cl)cc1	0	-6%	0%	-23%	-6%	-0.6	3	-5	-2%
COC(=O)COc1ccc(NC(=O)C2CCCO2)cc1 (centres undefined)	nt	-8%	-12%	3%	2%	-1.4	1	-19	-5%
CCCn1c(CC)nc([N+](=O)[O-])c1Sc1ccc(C)cc1	-1	-9%	-4%	-23%	3%	-0.6	-4	-8	4%
CC(=O)Oc1ccc(/C=C2/SC(=S)N(Cc3ccccc3)C2=O)cc1	2	-4%	-6%	-11%	-3%[57.1 µM]	12	-10	-16	12%
CCN(CC)S(=O)(=O)c1cc(C(=O)OCC(=O)c2ccc3c(c2)NC(=O)CO3)ccc1Cl	-1	-7%	-2%	0%	1%	-0.5	-7	-21	-2%
O=C(C1CCN(c2ncnc3c2nc2n3CCCCC2)CC1)N1CCCCC1	0	-11%	6%	-4%	0%	-0.1	16	-20	-6%
Cc1cc(S(=O)(=O)NCC(c2ccc3c(c2)OCO3)N2CCOCC2)ccc1F (centres undefined)	-3	1%	-34%	-4%	-2%	2.6	4	11	3%

Screens (PubChem)

Outcome played no part in choosing rows (roughly 7.8% active in at least one column).
